Compound activity as filed in PubChem BioAssay.
FLuc modulator: qHTS profiling assay for firefly luciferase inhibitor/activator using purifed enzyme and Km concentrations of substrates (counterscreen for miR-21 project); Luciferin 4-monooxygenase (Photinus pyralis), P08659; purified FLuc, Km substrates, luminescence inhibition; Potency, µM (titrated, usually from 57.5 µM), for the others: top-dose activity change, negative = inhibition, hits mostly inhibitors; 360,000 compounds, 6.9% hits; AID 588342, 2011;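 further: potency means the concentration at half of the fitted maximal effect; plate controls were vehicle for no effect and reference inhibitor for full effect; nearly all actives have a fitted effect of over 55% in size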
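Purified P. pyralis luciferase, 10 nM final, with Km-level 10 uM D-luciferin and 10 uM ATP in 50 mM Tris acetate pH 7.5, 10 mM Mg acetate, 0.01% Tween-20, 0.05% BSA; 6-point qHTS titration about 60 µM downward; luminescence read.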
Giardia killer: Small Molecules that selectively kill Giardia lamblia: qHTS. 340,000 compounds, 0.15% hits. AID 540267, 2011. activity change, % at 7.66 µM, hits read low. Giardia lamblia trophozoite viability; in the data active means activity change below about -80%; inconclusive means between about -30% and that limit;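 further: parasites exposed to compound for two days anaerobically before the ATP read; on the % scale 0 is the no-effect control and ±100 the full control effect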
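Trophozoite viability was measured as ATP-dependent luminescence, read 15-30 min after reagent addition. Before that, parasites at 100 cells/well were exposed to compounds for 48 h, anaerobically, at 37 deg C.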
PKM2 act: qHTS Assay for Activators of Human Muscle isoform 2 Pyruvate Kinase; Pyruvate kinase PKM (Homo sapiens), P14618; purified PKM2, Kinase-Glo ATP luminescence, activation; response scale: 0% is enzyme alone, no compound; AID 1631, 2009; 260,000 compounds, 0.34% hits; Potency, µM (doses to about 57.5 µM), without a hit: at the top dose activation, hits mostly activators; further: potency means the concentration at half of the fitted maximal effect; on the % scale 0 is the no-effect control and ±100 the full control effect; nearly all actives have a fitted effect of over 55% in size
Target sequence (P14618 whole entry, looked up, canonical isoform): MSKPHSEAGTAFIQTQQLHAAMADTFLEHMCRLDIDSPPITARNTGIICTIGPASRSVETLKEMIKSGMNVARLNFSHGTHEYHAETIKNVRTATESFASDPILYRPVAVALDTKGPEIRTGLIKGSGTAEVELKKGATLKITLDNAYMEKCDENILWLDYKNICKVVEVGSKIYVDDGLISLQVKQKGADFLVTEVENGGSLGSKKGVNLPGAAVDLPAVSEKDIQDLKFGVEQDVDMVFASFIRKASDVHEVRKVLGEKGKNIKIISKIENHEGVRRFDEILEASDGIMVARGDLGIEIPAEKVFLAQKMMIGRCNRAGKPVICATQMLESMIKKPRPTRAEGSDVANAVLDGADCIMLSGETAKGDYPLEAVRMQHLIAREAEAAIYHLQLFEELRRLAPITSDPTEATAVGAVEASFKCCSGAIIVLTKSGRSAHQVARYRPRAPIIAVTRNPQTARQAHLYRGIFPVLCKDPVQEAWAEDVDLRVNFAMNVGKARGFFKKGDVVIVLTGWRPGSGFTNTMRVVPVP
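Purified hPK-M2 (>95% pure) converted ADP (0.1 mM final) to ATP with 0.5 mM PEP in 50 mM imidazole pH7.2, KCl, MgCl2, Tween 20, BSA; 1 h at room temperature. ATP detected by Kinase-Glo luminescence.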
RORgamma inh: qHTS for inhibitors of ROR gamma transcriptional activity; 310,000 compounds, 5.4% hits; Drosophila S2 Gal4-RORgamma UAS-luciferase reporter, 20 h; Potency, µM (top dose mostly 53.6 µM), inactives show at the highest dose activity change, negative = inhibition, actives largely listed as inhibitors; further: potency means the concentration at half of the fitted maximal effect; on the % scale 0 is the no-effect control and ±100 the full control effect; nearly all actives have a fitted effect of over 60% in size
Target sequence (P51450 whole entry, looked up, the tested form may be a part): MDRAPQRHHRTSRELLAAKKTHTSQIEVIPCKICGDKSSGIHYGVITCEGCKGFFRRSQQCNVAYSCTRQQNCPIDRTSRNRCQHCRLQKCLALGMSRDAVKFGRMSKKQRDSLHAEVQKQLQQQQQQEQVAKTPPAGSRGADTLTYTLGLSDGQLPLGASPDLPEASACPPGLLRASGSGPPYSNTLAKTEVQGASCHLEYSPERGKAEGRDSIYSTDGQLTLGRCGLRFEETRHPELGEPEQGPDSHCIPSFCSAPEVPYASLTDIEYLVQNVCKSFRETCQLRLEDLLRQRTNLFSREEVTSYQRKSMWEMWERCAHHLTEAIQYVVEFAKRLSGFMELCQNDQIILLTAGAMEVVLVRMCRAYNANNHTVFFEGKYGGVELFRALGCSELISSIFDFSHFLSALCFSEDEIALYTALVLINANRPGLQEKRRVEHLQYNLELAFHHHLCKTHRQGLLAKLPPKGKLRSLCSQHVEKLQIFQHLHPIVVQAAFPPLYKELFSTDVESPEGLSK
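A Gal4/UAS one-hybrid system in insect cells: metallothionein-promoter Gal4–ROR gamma fusion plus Photinus luciferase reporter. Copper sulfate 700 uM final, 20 hr ambient incubation, luminescent detection after 10 min with reagent.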
ELG1 genotox: qHTS screen for small molecules that induce genotoxicity in human embryonic kidney (HEK293T) cells expressing luciferase-tagged ELG1 | HEK293T ELG1-luciferase reporter, luminescence, 16 h | Potency, µM (highest dose often 46 µM), for the others: top-dose activity change, positive = activation, actives largely listed as activators | 330,000 compounds, 1.3% hits | AID 504466, 2011; further: potency means the concentration at half of the fitted maximal effect; % of control where 0% means no effect; nearly all actives have a fitted effect of over 60% in size
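After overnight (16 hr) compound treatment at 37 °C, ELG1-luciferase HEK293T cells were lysed with ONE-Glo; luminescence quantified 30 min later at room temperature.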
NPC1 promoter act: qHTS Assay for NPC1 Promoter Activators | 320,000 compounds, 2.4% hits | Huh7 NPC1 promoter luciferase reporter, 24 h | Potency, µM (titrated, usually from 9.22 µM), inactives show top-dose activation, hits mostly activators;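 further: potency means the concentration at half of the fitted maximal effect; % of control where 0% means no effect; nearly all actives have a fitted effect of over 60% in size; reporter is driven by a mutant NPC1 promoter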
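Compounds in DMSO were transferred onto Huh7 NPC1-luciferase reporter cells pre-incubated 2 h; after 24 h at 37 °C, Amplite reagent was dispensed and luminescence recorded 10 min later.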
BRCA1 expr up: qHTS Assay to Identify Small Molecule Activators of BRCA1 Expression; 380,000 compounds, 1.1% hits; MCF7-BRCA1-FFLuc reporter, luminescence, 48 h; response scale: scaled: vehicle 0%, 10 µM genistein 100%; AID 624202, 2012; Potency, µM (highest dose often 46.1 µM), without a hit: at the top dose activation, usual class: activators; further: potency means the concentration at half of the fitted maximal effect; nearly all actives have a fitted effect of over 80% in size; some results filed as inactive show a strong effect at the top dose
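Cells: MCF7-BRCA1-FFLuc, 2000/well. Exposure: 48 h, 37 °C, 5% CO2. Read: luminescence, 15 min post-substrate. Controls: genistein 10 microM (maximal activation), DMSO (neutral).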
Rab9 prom act: qHTS Assay for Rab9 Promoter Activators | Huh7 Rab9 promoter-luciferase reporter, luminescence, 24 h | Potency, µM (top dose mostly 9.22 µM), inactives show top-dose activation, negative = inhibition, usual class: activators | 320,000 compounds, 2.8% hits | AID 485297, 2010; further: potency means the concentration at half of the fitted maximal effect; % of control where 0% means no effect; nearly all actives have a fitted effect of over 60% in size
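Luciferase signal after 10 min detection reagent at ambient indicates Rab9 promoter upregulation; stably transfected Huh7 cells were treated 24 h with compound in DMSO at 37 °C, 5% CO2.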
VP16 counter: VP16 counterscreen qHTS for inhibitors of ROR gamma transcriptional activity | Drosophila S2 Gal4-VP16 UAS-luciferase, luminescence, 20 h | Potency, µM (doses to about 53.6 µM), for the others: top-dose activity, negative = inhibition, most hits filed as inhibitors | 310,000 compounds, 3.5% hits | AID 2546, 2010;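 further: Gal4-VP16 expression switched on by copper sulfate through the metallothionein promoter; potency means the concentration at half of the fitted maximal effect; on the % scale 0 is the no-effect control and ±100 the full control effect; nearly all actives have a fitted effect of over 50% in size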
p53 reactivator: qHTS assay for re-activators of p53 using a Luc reporter; H1299 p53-A138V BP100-luciferase reporter, luminescence, 24 h; Potency, µM (series often up to 92.2 µM), for the others: at the highest dose activity change, positive = activation, actives largely listed as activators; 320,000 compounds, 0.063% hits; AID 504706, 2011; further: potency means the concentration at half of the fitted maximal effect; % of control where 0% means no effect; nearly all actives have a fitted effect of over 45% in size
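p53-null H1299 cells stably carrying temperature-sensitive p53-A138V and a BP100-luciferase reporter were pinned with compounds (4-point, 1:5 series) and held 24 hrs at 37 deg C. Luminescence was read 10 min after detection reagent.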
Menin-MLL TR inh: qHTS Assay for Inhibitors Targeting the Menin-MLL Interaction in MLL Related Leukemias: Competition With Texas Red Labeled MLL-derived Mutant Peptide | Potency, µM (titrated, usually from 61.6 µM), inactives show at the highest dose FP activity change, negative = inhibition, usual class: inhibitors | O00255 | 270,000 compounds, 0.23% hits | Menin + Texas Red MLL mutant peptide, fluorescence polarization; active means well fitted inhibition curve with a large enough effect in the polarisation, with a control signal flat, not every such curve was filed as active; inconclusive means small, poorly fitted or top-dose-only effect, or effect the other way, or a change in a side signal; inactive means no such curve, though single readings can be large or run the other way; the % refers to the polarisation; further: potency means the concentration at half of the fitted maximal effect; % of control where 0% means no effect; many of its hits are not listed in these tables
Numbers without * were called inactive; ? = inconclusive; / = no result given; [ ] = another dose, or the depositor's remark. Unless noted, the call rests on the fitted dose curve; in most records, active means well fitted curve in the direction sought with a large enough effect; inconclusive means small, poorly fitted or top-dose-only effect, or another doubt; inactive means no such curve, though single readings can be large; an effect the other way counts as inactive or inconclusive. A portion of the library; rates above refer to the full screens.

SMILES	FLuc modulator	Giardia killer	PKM2 act	RORgamma inh	ELG1 genotox	NPC1 promoter act	BRCA1 expr up	Rab9 prom act	VP16 counter	p53 reactivator	Menin-MLL TR inh
O=C(Nc1ncccc1O)c1ccc2c(c1)OCCO2	15µM*	12	/	/	21µM*	3.5µM*	-25%	2.5µM*	/	?	/
CCN(CC)C(=S)Nc1cc(C(=O)OC)ccc1C(=O)OC	-1%	-20	-20%	-14%	1%	-1%	-9%	-8%	4%	0%	0%
Cn1ccnc1C(OC(=O)c1ccc(Cl)cc1)C(F)(F)F (configuration not stated)	2%	-12	/	-9%	-2%	-3%	12%	-3%	1%	-2%	-29%
CC(N)C(=O)NC(C(=O)N1CCCC1C(=O)NC(c1ccccc1)c1ccccc1)C(C)C (configuration not stated)	4%	-18	/	/	-2%	-5%	-7%	0%	/	-4%	/
CC(C)(C)N(Cc1ccccc1)C(=O)COC(=O)CCc1c[nH]c2ccccc12	0%	10	16%	?	-5%	-4%	-10%	1%	-5%	14%	4%
CCOC(=O)C1=C(C(F)(F)F)Nc2ncnn2C1c1ccc(OC)cc1OC (configuration not stated)	0%	0	1%	-33%	4%	-2%	-2%	-13%	2%	3%	0%
O=C(COC(=O)Cc1ccccc1F)Nc1ccc(Cl)cn1	-15%	-16	6%	4%	2%	-1%	16%	10%	-9%	-1%	-11%
Cc1cc2ccccn2c1C(=O)c1cccc(S(=O)(=O)N2CCOCC2)c1	-3%	4	17%	12%	-14%	-3%	-25%	-4%	5%	-5%	1%
COc1ccc(C2Nc3ccccc3C(=O)N2NS(C)(=O)=O)cc1OC (configuration not stated)	0%	16	5%	10%	4%	-9%	-29%	-1%	-6%	2%	6%
Cc1ccc(N(Cc2cc3ccc(C)cc3[nH]c2=O)S(=O)(=O)c2ccccc2)c(C)c1	-1%	11	4%	0%	0%	0%	-8%	-42%[inhibitor]	8%	-2%	?
CC(CCc1ccccc1)NC(=O)COC(=O)c1cc(NS(=O)(=O)c2ccc(Cl)c([N+](=O)[O-])c2)ccc1O (configuration not stated)	0%	-14	0%	?	5%	-2%	-18%	0%	?	/	?
CCCNC(=O)COC(=O)c1ccc(-c2ccccc2)cc1	-13%	3	/	?	0%	-4%	-4%	6%	-5%	10%	-3%
COc1ccc(CCNC(=O)c2ccc([N+](=O)[O-])cc2)cc1	-19%	-20	-1%	4%	-4%	1%	-6%	?	23%	-6%	/
O=C1OC(Nc2nccs2)c2ccccc21 (configuration not stated)	2%	-3	-3%	-11%	0%	?	-1%	-3%	-23%	-2%	5%
CCOC(=O)CSC1=Nc2ccccc2C2=NC(CC(=O)NCc3cccs3)C(=O)N12 (configuration not stated)	1%	-16	4%	10%	-4%	-5%	1%	-2%	8%	?	-1%
Cc1ccc(-n2nnnc2CNC(=O)c2ccc([N+](=O)[O-])o2)cc1C	0%	?	/	/	-5%	-11%	-82%[inhibitor]	-2%	/	-15%	/
COc1ccc(CCNc2nc(-c3ccncc3)cs2)cc1OC	21µM*	6	4%	6%	-4%	3%	3%	0%	-10%	2%	/
COCCCNC(=O)CCn1nc(-c2ccc(Cl)cc2)ccc1=O	1%	5	/	-13%	-3%	-1%	4%	-5%	-4%	-3%	-11%
Cc1nn(Cc2c(Cl)cccc2Cl)c(C)c1NC(=O)c1cn(-c2ccccc2)nc1-c1ccccc1	3%	9	6%	?	-7%	-30%	-64%	-3%	?	5%	?
Cc1ccc(/C=C(/NC(=O)c2ccccc2)C(=O)NC(Cc2c[nH]c3ccccc23)C(=O)O)cc1 (configuration not stated)	4%	4	/	3%	-2%	-2%	-18%	0%	-9%	-2%	15%
CCOC(=O)CCCNC(=O)c1cncc(Br)c1	6%	-1	-2%	11%	-1%	-2%	0%	3%	-1%	0%	-29%
COC(=O)N/N=C/c1ccc(-c2ccccc2Cl)o1	?	-3	-4%	-4%	6%	6%	32%	21%	-10%	0%	/
NC(=O)c1c(NC(=O)c2ccco2)sc2c1CCC2	9.5µM*	-8	3%	?	11µM*	3.5µM*	16%	2µM*	5%	?	3%
CCN(CC)C(=O)CN(Cc1ccccc1)S(=O)(=O)c1ccc(F)cc1	1%	9	-2%	10%	-8%	2%	-15%	7%	7%	-1%	-22%

An excerpt of these results, with values under each structure:
Below each compound: FLuc modulator | Giardia killer | PKM2 act | RORgamma inh | ELG1 genotox | NPC1 promoter act | BRCA1 expr up | Rab9 prom act | VP16 counter | p53 reactivator | Menin-MLL TR inh
CCOC(=O)CCCNC(=O)c1cncc(Br)c1
 : 6% | -1 | -2% | 11% | -1% | -2% | 0% | 3% | -1% | 0% | -29%
COC(=O)N/N=C/c1ccc(-c2ccccc2Cl)o1
 : ? | -3 | -4% | -4% | 6% | 6% | 32% | 21% | -10% | 0% | /
NC(=O)c1c(NC(=O)c2ccco2)sc2c1CCC2
 : 9.5µM* | -8 | 3% | ? | 11µM* | 3.5µM* | 16% | 2µM* | 5% | ? | 3%

Other structures:
SMILES	FLuc modulator	Giardia killer	PKM2 act	RORgamma inh	ELG1 genotox	NPC1 promoter act	BRCA1 expr up	Rab9 prom act	VP16 counter	p53 reactivator	Menin-MLL TR inh
O=C1S/C(=C\c2ccccc2)C(=O)N1CC(O)Cn1c2ccccc2c2ccccc21 (configuration not stated)	-6%	18	-9%	-29%[10 µM]	-2%	-1%	-1%	-3%	-7%	-2%	?
O=C(c1ccccc1)N1CCN2C(=O)c3ccccc3C12c1ccc(Cl)cc1 (configuration not stated)	2%	-15	10%	12%	2%	-9%	-67%	-14%	15%	-8%	-5%
CSc1nc2c(cnn2-c2ccccc2)c(=O)n1N	?	-18	5%	-2%	18%	?	?	30%	-8%	4%	6%
Cc1ccc(NC(=O)CSc2nnc(Cn3c(=O)sc4ccccc43)n2C)cc1Cl	2%	-18	-15%	42%	1%	0%	0%	2%	-4%	4%	7%
N#Cc1ccsc1NC(=O)c1ccccn1	?	-1	-4%	2.8µM*	10%	16%	47%	20%	5µM*	?	-1%
O=C1C2C3c4ccccc4C(c4ccccc43)[C@@H]2C(=O)N1c1cccnc1 (some centres not stated)	0%	2	-2%	0%	?	-4%	-4%	-6%	-1%	-15%	-5%
COc1ccc(CNC(=O)COc2ccc(S(=O)(=O)N3CCOCC3)cc2)cc1	1%	14	/	/	-6%	10%	-11%	7%	/	-4%	/
N#Cc1nc(-c2cccc3ccccc23)oc1N1CCCCC1	?	-3	-5%	-1%	16%	?	10%	?	-22%	?	6%
CC(=O)c1ccc(-c2c(C)cc3oc(=O)cc(-c4ccccc4)c3c2C)cc1	/	-1	/	2%	2%	/	-21%	/	-14%	28%	2%
O=[N+]([O-])c1ccc(-c2cn(-c3ccc(Cl)cc3)c(=S)[nH]2)cc1	2%	-6	-4%	-7%	7%	5%	-12%	2%	-2%	15%	12%
COC(=O)c1c(NC(=O)C(=O)N2CCCC2)sc2c1CC(C)(C)OC2	-2%	29	/	1%	-3%	-8%	-10%	0%	7%	-6%	/
O=c1sc2ccccc2c(N2CCCCC2)c1[N+](=O)[O-]	-16%	-8	-7%	20%	0%	2%	4%	-1%	2%	-2%	-2%
CN(C)S(=O)(=O)c1cccc(COC(=O)Cc2c(F)cccc2Cl)c1	2%	6	13%	28%	-12%	3%	8%	-4%	?	8%	/
COc1ccc(CCN(C)C(=O)CNC(=O)c2ccccc2F)cc1OC	-3%	-15	0%	-5%	3%	-2%	2%	-1%	-14%	-2%	5%
CCOC(=O)N1CCN(C(=O)CSc2ncnc3sccc23)CC1	5%	7	/	/	3%	-2%	-2%	-3%	/	2%	/
O=C(O)c1cccc(NC(=O)c2cc(-c3cccc(Cl)c3)nc3ccccc23)c1	17µM*	1	-4%	27%	?	?	50%	?	-20%	6%	?
COc1ccc(OCC#CCn2ccnc2)cc1	-7%	-22	-3%	-2%	-9%	-2%	-36%	0%	-21%[10 µM]	0%	17%
C=CCN1C(=O)/C(=C/c2cccs2)S/C1=N\S(=O)(=O)c1ccc(F)cc1	2%	2	7%	-3%	6%	0%	13%	-4%	-6%	-10%	3%
